# Screening data (PubChem BioAssay)
# BoNT A protease: inhibitors of Botulinum neurotoxin A light chain protease; inhibition, % at 10 µM; actives 0.17% (n = 360,000); multiplex microsphere protease substrate cleavage, flow cytometry; also: plate controls were buffer without enzyme for full effect and enzyme alone for no effect
# TcdB inh: TcdB glycohydrolase inhibition; TcdB glycohydrolase enzymatic assay, plate reader; AID 652162; inhibition, % at 9.99 µM; P18177; actives 0.24% (n = 350,000); in the data active = inhibition above about 10%
# VHR inh abs: blocks human VHR1 dual specificity phosphatase. recombinant VHR phosphatase, pNPP absorbance. inhibition, % at 13.3 µM. actives 0.52% (n = 290,000); in the data active = inhibition above about 50%; also: some compounds called inactive have numbers as strong as hits
# Target sequence (P51452 whole entry, looked up): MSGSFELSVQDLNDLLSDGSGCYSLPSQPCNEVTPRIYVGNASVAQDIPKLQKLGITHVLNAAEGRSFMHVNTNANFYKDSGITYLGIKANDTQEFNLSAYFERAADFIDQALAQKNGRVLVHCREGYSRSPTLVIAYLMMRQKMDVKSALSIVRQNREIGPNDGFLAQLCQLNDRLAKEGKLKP
# Vc quorum ag: inducers of Vibrio cholerae quorum light production without autoinducers; AID 588436; activation, % at 18.7 µM; V. cholerae BH1578 lux reporter, luminescence, 6 h; actives 0.16% (n = 350,000); in the data active = activation mostly above about 9.7%, no sharp cut-off; inconclusive = no clear call, values can overlap the other calls; inactive = mostly below about 3.7%; also: not every result past the cut was called active; inactives centre near 0; reference of the scale not given here
# Anthrax LF prot: anthrax lethal factor protease inhibition; P15917; multiplex microsphere protease cleavage assay, LF; inhibition, % at 10 µM; actives 0.12% (n = 360,000); AID 588501; also: plate controls were buffer without enzyme for full effect and enzyme alone for no effect
# Target sequence (P15917 whole entry, looked up): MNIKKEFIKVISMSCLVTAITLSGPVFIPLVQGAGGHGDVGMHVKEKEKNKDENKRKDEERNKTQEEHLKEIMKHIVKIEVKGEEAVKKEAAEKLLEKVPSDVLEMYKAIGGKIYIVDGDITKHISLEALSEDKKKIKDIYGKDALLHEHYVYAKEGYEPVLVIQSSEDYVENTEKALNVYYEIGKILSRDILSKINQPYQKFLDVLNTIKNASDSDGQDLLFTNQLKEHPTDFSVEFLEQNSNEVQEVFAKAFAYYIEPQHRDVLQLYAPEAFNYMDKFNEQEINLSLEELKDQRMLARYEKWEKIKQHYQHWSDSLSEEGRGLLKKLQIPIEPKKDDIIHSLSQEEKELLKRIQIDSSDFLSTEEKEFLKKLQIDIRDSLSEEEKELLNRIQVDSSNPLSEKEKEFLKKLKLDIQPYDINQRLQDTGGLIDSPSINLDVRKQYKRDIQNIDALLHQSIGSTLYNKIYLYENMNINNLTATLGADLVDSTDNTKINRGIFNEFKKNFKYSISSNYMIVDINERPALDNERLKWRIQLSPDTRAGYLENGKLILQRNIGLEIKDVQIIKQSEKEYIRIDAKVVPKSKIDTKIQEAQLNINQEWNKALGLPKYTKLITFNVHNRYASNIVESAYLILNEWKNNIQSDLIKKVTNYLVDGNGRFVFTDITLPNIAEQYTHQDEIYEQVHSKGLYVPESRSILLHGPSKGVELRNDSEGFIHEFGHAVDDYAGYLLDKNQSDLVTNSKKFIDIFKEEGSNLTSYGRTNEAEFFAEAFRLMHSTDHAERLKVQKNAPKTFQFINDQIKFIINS
# Yp Topo-I inh: inhibitors of Yersinia pestis topoisomerase I | activity, % at 10 µM | Y. pestis Topo-I cleavage product accumulation, plate reader | actives 0.064% (n = 360,000); in the data active = activity above about 50%, passing the limit was not always enough; inconclusive = no clear call, values can overlap the other calls; also: inactives centre near 2
# SSB-PriA inh: K. pneumoniae PriA-SSBct interaction inhibition | AlphaScreen SSBct-PriA binding, biotinylated peptide | inhibition, % at 33 µM | actives 0.6% (n = 430,000); in the data active = inhibition mostly above about 37%, no sharp cut-off; inactive = mostly below about 20%;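 also: plate controls were negative control peptide for no effect and reference peptide for full effect; strong numbers were not always called active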
# 3CLpro inhibitor: SARS-CoV 3CLpro protease inhibition. P0C6X7. recombinant SARS-CoV 3CLpro, quenched FRET peptide cleavage. inhibition, % at 6 µM. actives 0.14% (n = 290,000); in the data active = inhibition above about 12%
# PfHsp40 yeast: restores yeast growth despite PfHsp40 toxicity; growth rescue, % at 12.5 µM; S. cerevisiae expressing PfHsp40, growth rescue, ATP luminescence; actives 0.68% (n = 340,000); AID 504582; in the data active = growth rescue above about 28%, passing the limit was not always enough; inconclusive = no clear call, values can overlap the other calls;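 also: yeast W303a lacking pdr1 and pdr3 grown in galactose medium; growth measured after three days at 30 °C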
# CCHFV vOTU inh: CCHFV vOTU protease inhibition. Pep-AMC fluorescence. inhibition, % at 11.5 µM. actives 0.55% (n = 370,000); in the data active = inhibition above about 30%; also: 0% = vehicle wells with enzyme and 100% = no enzyme wells
# * hit, by the source's call; i = inactive; ? = inconclusive; . = no result given; & = joins results of further samples. Rule as the data show it, unless noted: active = inhibition above about 30%; inconclusive = no clear call, values can overlap the other calls; inactive = below that. Only part of the results is shown, so the mix of outcomes need not match the whole.
SMILES,BoNT A protease,TcdB inh,VHR inh abs,Vc quorum ag,Anthrax LF prot,Yp Topo-I inh,SSB-PriA inh,3CLpro inhibitor,PfHsp40 yeast,CCHFV vOTU inh
Cc1ccc(C)c(S(=O)(=O)N2CCN(CC(=O)Nc3ccc4c(c3)OCCO4)CC2)c1,-1.4,.,11,1.8,3,-8,0,1,-1.3,-8
Cc1c(CN2CCC(CO)(CC3CCCCO3)CC2)cnn1C (stereo not drawn),-0.8,0.8,2,-0.1,4,-1,-7,0,-0.1,-17
NC(=O)CC(NC(=O)c1ccc(Br)cc1)c1ccc(NCc2ccc(F)cc2)c([N+](=O)[O-])c1 (stereo not drawn),-0.1,-0.9,-1,i,-3,4,-16,.,0.1,-1
CCOC(=O)CNC(=O)C(CO)NC(=O)OCc1ccccc1 (stereo not drawn),0.2,.,0,-0.4,-3,-2,-10,2,-0.3,10
N#Cc1c(Cl)nc(-c2ccncc2)nc1-c1ccccc1,-1.7,0.4,5,i,1,6,-6,4,0.0,0
COc1cccc(C(O)c2nc(-c3cccc(CO)c3)cs2)c1 (stereo not drawn),0.2,1.2,.,i,-3,15,.,.,.,15
CCCN(CCC)CCCNc1ccc2nnc(-c3ccc(F)cc3)n2n1,-0.2,0.2,19,.,4,-3,-5,-3,0.0,-4
COC1=CCC2([N+](=O)[O-])CN(C)CC1([N+](=O)[O-])C2 (stereo not drawn),-0.3,2.1,8,-0.2,-2,-3,-5,1,-1.3,1
Cc1ccc(NC(=O)CSc2nnc(C3CCCCC3)n2N)cc1F,-0.5,.,8,-0.2,-7,9,3,4,0.6,9
O=C(Nc1nnc(-c2ccccc2)s1)c1ccccc1F,-0.3,0.1,25,-0.4,-8,5,1,-6,1.0,-1
Oc1ccc(/C=N\Nc2nncc(-c3ccccc3)n2)cc1,-0.2,2.1,-3,-0.6,6,-5,.,3,0.1,9
Cn1c(=O)c2[nH]c(C3CCC3)nc2n(C)c1=O,0.2,-5.5,.,i,-8,-1,-8,.,-1.6,4
CCOc1ccc2nc(NC(=O)Cc3cccs3)sc2c1,2.1,.,-42,-0.1,-2,-7,3,1,0.2,.
COC(=O)CN1C(=O)Nc2ccc(Cl)cc2C1c1ccccc1 (stereo not drawn),-3.3,2.6,40,i,4,4,-4,-3,-0.9,-13
Cc1ccc(NC(=O)C2CCCN(S(=O)(=O)c3cnc[nH]3)C2)cc1C (stereo not drawn),-0.3,0.7,24,-0.1,-5,-5,-1,-3,-0.8,1
c1ccc2c(c1)CCN(C1=Nc3cccc4cccc1c34)C2,1.5,2.0,18,i,-2,0,-8,2,0.1,3
COc1ccc(C(c2sc3nc(C)nn3c2O)N2CCN(CCO)CC2)cc1OC (stereo not drawn),0.0,1.0,6,-1.5,-12,4,-1,3,-0.6,11
CN(C)CCCNC(=O)C(=O)Nc1ccc2c(c1)N(S(=O)(=O)c1cccs1)CCC2,-3.3,0.8,.,-0.8,-6,-7,2,.,-0.2,-6
O=C(Nc1cc(C(F)(F)F)cc(C(F)(F)F)c1)[C@H]1O[C@@H](n2ccc(=O)[nH]c2=O)[C@H](O)[C@@H]1O,-0.2,0.5,.,.,8,.,.,.,.,4
Cc1cc(C(=O)NC2CCCCC2)on1,-0.3,1.3,-12,-0.2,-2,2,-4,6,0.1,-14
CC1(C)CCc2cc(-c3ccn(S(=O)(=O)c4ccccc4Cl)n3)ccc2O1,2.0,-1.3,16,i,-4,-4,-11,0,.,13
O=C(Cc1ccccc1[N+](=O)[O-])NC1CC2CCC1C2 (stereo not drawn),.,1.3,5,-2.3,.,1,-7,1,-0.6,1
COCCN(C(=S)Nc1ccc(C)cc1)C(C)c1ccco1 (stereo not drawn),-0.4,1.6,23,-2.8,-6,2,-8,-2,0.6,-17
S=c1[nH]c2ccccc2n2cccc12,0.3,0.3,36,i,-8,4,1,0,0.2,2
O=C(CNC(=O)c1ccco1)N=Nc1c(O)n(CCc2ccccc2)c2ccccc12,0.5,1.6,13,-0.4,-6,7,6,5,0.8,-2

# Grouped by structure, the compounds so far with a Cl atom.
SMILES,BoNT A protease,TcdB inh,VHR inh abs,Vc quorum ag,Anthrax LF prot,Yp Topo-I inh,SSB-PriA inh,3CLpro inhibitor,PfHsp40 yeast,CCHFV vOTU inh
N#Cc1c(Cl)nc(-c2ccncc2)nc1-c1ccccc1,-1.7,0.4,5,i,1,6,-6,4,0.0,0
COC(=O)CN1C(=O)Nc2ccc(Cl)cc2C1c1ccccc1 (stereo not drawn),-3.3,2.6,40,i,4,4,-4,-3,-0.9,-13
CC1(C)CCc2cc(-c3ccn(S(=O)(=O)c4ccccc4Cl)n3)ccc2O1,2.0,-1.3,16,i,-4,-4,-11,0,.,13

# Carrying on.
SMILES,BoNT A protease,TcdB inh,VHR inh abs,Vc quorum ag,Anthrax LF prot,Yp Topo-I inh,SSB-PriA inh,3CLpro inhibitor,PfHsp40 yeast,CCHFV vOTU inh
COc1ccc(N(C(=O)c2ccco2)S(=O)(=O)c2cc(Cl)c(Cl)cc2Cl)cc1,-1.4,.,-15,i,-6,-8,-4,-2,0.2,-6
c1ccc2c(CN3CCCCC3)c[nH]c2c1,?,2.8,-5,-0.6,-20,3,0,-2,-0.5,3
Cc1ccc2c(C(=O)CSc3ccccc3)c(C)[nH]c2c1,0.0,.,35,i,1,14,-15,5,-1.7,-12
O=C(CSC1=NS(=O)(=O)c2ccccc2N1)Nc1cccc(F)c1,2.5,1.2,.,-3.8,-1,-12,-14,.,-2.1,20
COc1ccc(S(=O)Cc2ccc(C(=O)N3CCN(C(=O)c4ccco4)CC3)o2)cc1 (stereo not drawn),-0.2,1.9,-2,-2.1,-7,-1,-5,-4,-0.9,-8
CN(Cc1ccccc1)CC(O)COc1ccc(CNCc2nccn2C)cc1 (stereo not drawn),-1.5,0.8,25,2.6,0,6,5,-5,0.6,-7
CCC(C)(C)C1CCC2(CC1)NC(=O)N(CC(=O)NCCc1ccc(OC)c(OC)c1)C2=O (stereo not drawn),0.2,0.0,.,-0.4,1,3,-6,.,1.1,9
Cc1nc2ccccc2c(=O)n1NC(=O)c1ccccc1[N+](=O)[O-],-0.3,-0.3,4,-0.4,-3,-11,-6,4,-0.4,14
CN1CCC(N(C)S(=O)(=O)c2ccc(C(C)(C)C)cc2)CC1,-1.7,0.1,.,1.4,2,0,-8,4,0.9,-9
O=S(=O)(Nc1cccnc1)c1cccc(Cl)c1,0.7,.,22,-0.3,-1,11,4&-9,1,-0.4,10
O=C(Nc1cccc(S(=O)(=O)N2CCOCC2)c1)c1cn(-c2ccccc2)nc1-c1ccccc1,0.0,-0.6,2,-0.4,-1,2,-3,2,0.2,2
O=C(COC(=O)c1ccc2c(c1)OCCO2)Nc1ccc(F)cc1,5.6,0.6,.,-5.0,0,-1,8,.,-0.4,-4
Cc1ccc(C(=O)NC2CC3CCC(C2)N3Cc2ccco2)cc1 (stereo not drawn),1.9,.,8,.,-2,-1,0,-5,-1.9,-4
COc1ccc(CN2CC(C(=O)NCCCN3CCOCC3)CC2=O)cc1 (stereo not drawn),-0.5,.,20,0.6,-8,-4,-19,-2,-1.5,2
CN(CC(=O)Nc1ccccc1Br)C(=O)CNC(=O)c1ccco1,0.9,1.6,.,1.6,-1,7,-8,.,-0.7,4
CC(=O)c1cccc(CN2CCN(CC(C)C)C(CCO)C2)c1 (stereo not drawn),-1.0,.,0,0.9,-1,-2,-3,4,0.2,-6
COc1ccc(C(=O)NC(C)(C)C)cc1S(=O)(=O)N1CCCC1,0.4,1.4,16,0.4,-36,7,-12,0,-0.3,-2
N#Cc1ccc(OCC(=O)NCC2COc3ccccc3O2)cc1 (stereo not drawn),-0.6,0.3,.,i,-4,4,-13,.,-0.5,8
O=C(CN(Cc1ccco1)C(=O)c1ccc([N+](=O)[O-])cc1)Nc1ccccc1C(F)(F)F,-1.6,-0.6,.,-7.1,-10,0,13,.,0.1,-7
O=CN1CCN(C(=O)C(=O)c2cn(CC(=O)N3CCCCC3)c3ccccc23)CC1,-2.0,1.2,-2,i,0,5,4,0,0.6,-2
COCCCNC(=S)N(CCCN(C)C)Cc1cc2cc3c(cc2[nH]c1=O)OCCO3,3.8,1.6,17,-0.4,9,-7,-16,1,-0.4,-32
CC[C@@H](C)CN1C(=O)N[C@@H](CCc2ccccc2)C(C(C)=O)=C1C,0.0,0.7,7,0.4,3,6,-8,.,4.2,-5
COC(C/C=C/[C@H](O)[C@@H](C)OCc1ccccc1)OC,0.1,0.5,.,-0.8,-2,6,-13,.,-1.0,5
O=C1CCC(C(=O)OCC(=O)Nc2ccccc2Br)=NN1,-0.4,-5.9,.,-4.5,8,1,.,.,.,-8
CC1CN(S(=O)(=O)c2ccc(C(=O)Nc3nnc(-c4ccc5c(c4)CCCC5)o3)cc2)CC(C)O1 (stereo not drawn),-0.3,0.7,-16,-0.3,-7,0,-26,-3,-1.0,2
# Next part
SMILES,BoNT A protease,TcdB inh,VHR inh abs,Vc quorum ag,Anthrax LF prot,Yp Topo-I inh,SSB-PriA inh,3CLpro inhibitor,PfHsp40 yeast,CCHFV vOTU inh
Cc1cc(O)c(C(C)C)cc1NC1=NS(=O)(=O)c2ccccc21,-1.0,.,3,i,-2,-4,5,1,-1.6,10
O=S(=O)(c1ccc(Br)c2ccccc12)N1CCOCC1,.,-0.7,26,-0.8,.,5,-8,1,0.2,-8
O=C(CN1C(=O)/C(=C\c2ccco2)SC1=S)Nc1ccc(O)cc1C(=O)O,-1.4,0.3,-5,0.2,1,-17,0,1,-1.0,31*
O=C(c1ccc(=O)oc1)N1CCOCC1,-0.4,.,15,-3.4,-1,0,-5,3,1.5,17
CCNC(=O)CCC(=O)Nc1cc(Cl)ccc1C,-0.8,.,32,-2.1,1,-8,-22,6,0.1,-3
C[n+]1cccc2ccc3c(c21)OC(N)=C(C#N)C3c1ccccc1 (stereo not drawn),-9.2,0.2,12,0.7,-11,-10,7,8,0.1,-1
Cc1cc(C)nc(-n2ncc3c2CC(c2ccc(C(C)C)cc2)CC3=O)n1 (stereo not drawn),-2.2,0.1,2,-0.5,-2,-3,14,2,0.0,3
CC(C)NC(=O)N(C)C[C@H]1OCCCC[C@@H](C)Oc2ccc(N(C)C)cc2C(=O)N([C@H](C)CO)C[C@@H]1C,0.1,-5.5&-22&-15,.,.,1,.,.,.,.,5
Cc1ccc(S(=O)(=O)NCC(=O)OCC(=O)Nc2cccc(S(=O)(=O)N3CCOCC3)c2)cc1,-1.7,-8.3,.,-0.5,-3,4,-7,.,0.2,21
Cc1cccnc1CCNC(=O)CCc1nnc(CCc2ccccc2)o1,-0.2,-3.7,13,i,-3,3,2,-2,1.1,-11
Cc1ccc(CNC(=O)C23CN(Cc4ccccc4)CC2C(c2cccc([N+](=O)[O-])c2)=NO3)cc1 (stereo not drawn),-0.8,0.6,-4,i,-9,-8,2,0,1.0,15
CC(C)c1ccc(/C=C/C(=O)N2CCOCC2)cc1,-1.6,-0.1,-7,-0.2,12,9,-4,-2,-0.6,4
COc1cccc(C(=O)CC(=O)C(=O)Nc2ccc([N+](=O)[O-])cc2C)c1,-0.2,-2.7,6,i,0,2,-3,0,-1.0,15
CCc1cc2c(=O)c(-c3nc4ccccc4n3C)coc2c(CN2CCOCC2)c1O,-0.3,-0.6,28,i,1,2,0,3,-0.8,-10
Cc1ccc(-n2nc3c(=O)n(CCCC(=O)N4CCC(C)CC4)nc(C)c3c2C)cc1,0.0,0.5,0,-0.2,-1,35,-17,-3,2.4,15
CCN(CC)C(=O)N1CCN(c2c([N+](=O)[O-])c(=O)oc3ccccc23)CC1,1.0,-1.1,.,1.2,-2,4,3,.,0.4,-4
C=CCNC(=O)c1onc(CSc2ccc(C(C)C)cc2)c1C(=O)O,-0.2,-0.3,-12,3.7,-3,7,-11,8,0.8,9

# Look-ups from the list.
# Under Yp Topo-I inh, `O=C(c1ccc(=O)oc1)N1CCOCC1` has 0
# Under BoNT A protease, `Cc1ccc(S(=O)(=O)NCC(=O)OCC(=O)Nc2cccc(S(=O)(=O)N3CCOCC3)c2)cc1` has -1.7
